From PubChem
KDM5B inhibitor = Primary screen for KDM5B Histone Demethylases FDH-coupled qHTS | KDM5B demethylase, FDH-coupled NADH fluorescence (FDH is formaldehyde dehydrogenase) | AID 1347165, 2019 | actives 2.6% (n = 220,000) | Lysine-specific demethylase 5B (Homo sapiens), Q9UGL1 | Potency, µM (series often up to 57.7 µM), inactives show at the highest dose activity change, negative = inhibition, usual class: inhibitors; active means well fitted inhibition curve with a large enough effect; inconclusive means small, poorly fitted or top-dose-only effect; inactive means no such curve, though single readings can be large or run the other way; further: 0% is about no effect; nearly all actives have a fitted effect of over 70% in size
Target sequence (Q9UGL1 whole entry, looked up): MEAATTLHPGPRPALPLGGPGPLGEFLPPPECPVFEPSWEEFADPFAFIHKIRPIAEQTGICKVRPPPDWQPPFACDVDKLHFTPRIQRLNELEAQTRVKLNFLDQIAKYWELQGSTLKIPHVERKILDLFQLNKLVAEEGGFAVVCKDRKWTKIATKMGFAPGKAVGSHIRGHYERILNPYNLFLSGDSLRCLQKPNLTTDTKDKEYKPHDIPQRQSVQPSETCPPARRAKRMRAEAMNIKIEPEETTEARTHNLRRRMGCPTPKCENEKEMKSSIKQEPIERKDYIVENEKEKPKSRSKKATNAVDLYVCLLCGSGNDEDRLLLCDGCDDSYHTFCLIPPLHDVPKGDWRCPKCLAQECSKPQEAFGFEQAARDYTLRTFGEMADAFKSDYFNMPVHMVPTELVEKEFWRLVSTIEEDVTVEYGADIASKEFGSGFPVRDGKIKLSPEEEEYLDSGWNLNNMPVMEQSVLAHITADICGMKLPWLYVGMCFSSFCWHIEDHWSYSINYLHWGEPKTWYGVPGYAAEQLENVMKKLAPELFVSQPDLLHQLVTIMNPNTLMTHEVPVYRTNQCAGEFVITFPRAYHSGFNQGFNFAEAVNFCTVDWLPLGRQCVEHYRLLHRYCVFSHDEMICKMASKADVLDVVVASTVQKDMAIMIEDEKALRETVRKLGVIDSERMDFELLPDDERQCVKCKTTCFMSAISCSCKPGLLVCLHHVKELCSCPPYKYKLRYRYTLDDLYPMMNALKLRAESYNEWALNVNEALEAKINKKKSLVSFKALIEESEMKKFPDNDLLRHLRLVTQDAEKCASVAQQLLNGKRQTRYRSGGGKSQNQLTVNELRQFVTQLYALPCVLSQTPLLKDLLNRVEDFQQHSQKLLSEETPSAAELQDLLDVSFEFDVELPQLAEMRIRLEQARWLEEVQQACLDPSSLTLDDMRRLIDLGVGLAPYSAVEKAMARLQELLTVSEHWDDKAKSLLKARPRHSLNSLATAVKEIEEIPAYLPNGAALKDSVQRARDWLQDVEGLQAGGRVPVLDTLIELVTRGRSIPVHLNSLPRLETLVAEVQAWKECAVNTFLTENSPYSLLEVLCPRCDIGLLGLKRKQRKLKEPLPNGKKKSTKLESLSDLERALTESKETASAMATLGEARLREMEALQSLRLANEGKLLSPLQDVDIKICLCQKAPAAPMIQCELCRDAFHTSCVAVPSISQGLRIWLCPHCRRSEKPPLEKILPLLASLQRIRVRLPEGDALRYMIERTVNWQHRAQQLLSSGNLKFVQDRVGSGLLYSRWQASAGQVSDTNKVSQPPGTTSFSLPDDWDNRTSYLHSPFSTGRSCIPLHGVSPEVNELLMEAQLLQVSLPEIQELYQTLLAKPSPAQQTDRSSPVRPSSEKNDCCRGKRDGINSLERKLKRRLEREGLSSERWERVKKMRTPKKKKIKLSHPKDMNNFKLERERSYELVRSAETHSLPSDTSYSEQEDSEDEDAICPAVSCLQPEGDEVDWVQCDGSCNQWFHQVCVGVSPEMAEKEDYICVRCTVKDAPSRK
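Compound dilutions met 200 nM (final) KDM5BΔAP for 10 min at room temperature before substrate addition. The substrate mix held 12.5 µM H3K4me3 with cofactors 25 µM α-ketoglutarate and 50 µM Fe²⁺. NADH signal gain over 30 min defined activity.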
Active calls of the source: *; & = joins results of further samples; [ ] = dose if it differs, or a comment. Potency means the concentration at half of the fitted maximal effect. This is a subset; rates above refer to the full screens.

For CCNc1ncc(C(=O)N2C[C@@H](NS(C)(=O)=O)[C@H](C(C)C)C2)cn1 the results were KDM5B inhibitor inconclusive.
Screening COc1cccc(/C=C/C(=O)NC2CCCC2)c1OC returned KDM5B inhibitor 68%[activator].
Screening CN1CCN([C@H]2CCN(C(=O)c3c(Cl)cnn3C)C[C@H]2CCC(=O)O)CC1 returned KDM5B inhibitor 30%.
COc1ccc(CCN2C(=O)c3[nH]nc(-c4ccccc4O)c3C2c2ccccc2)cc1 (stereo not given) was read as KDM5B inhibitor 5%.
O=C(Nc1ccc(F)cc1F)N(Cc1cccc(O)c1)C1CCC(O)CC1 (stereo not given) was read as KDM5B inhibitor 19%.
`CCOC(=O)C1CCCN(C(=O)c2ccc(-n3ccc4ccccc43)s2)C1` (stereo not given) gave KDM5B inhibitor 21%.
`CC1(C)C(=O)N(Cc2ccccc2)[C@H]2CN(Cc3ccc(C(=O)O)cc3)C[C@H]2[S+]1(=O)[O-]` gave KDM5B inhibitor -6%.
`Cc1ccc(NC(=O)C2N(C(C)C)C(=O)C23CCCC3)cc1` (stereo not given) gave KDM5B inhibitor 22%.
`CC(C)CNC(=O)c1ccc(Cn2cnc3ccccc3c2=O)cc1` gave KDM5B inhibitor 6%.
O=C(Nc1ccc(F)c(Cl)c1)N1Cc2cccn2-c2ccccc21 was read as KDM5B inhibitor inactive.
Cc1oc2ncn(CC(C)C)c(=O)c2c1C(=O)Nc1ccc(Cl)cn1 was read as KDM5B inhibitor -2%.
COc1ccc(-n2cc(CN3CCCC(CO)C3)c(-c3cccc(F)c3)n2)cc1 (stereo not given) was read as KDM5B inhibitor 35µM*.
For COCCN1CCOC2(CCN(C(=O)c3ccc(Oc4ccccc4)cc3)CC2)C1=O the results were KDM5B inhibitor -4%[86.2 µM].
`Cc1ccc(Nc2nc(NCc3ccco3)c3ccccc3n2)cc1` gave KDM5B inhibitor inconclusive.
CCCn1nc(C(=O)NCC(c2ccccc2)N2CCCC2)ccc1=O (stereo not given) was read as KDM5B inhibitor 9%.
Screening CCc1ccc2c(c1)-c1ccccc1S(=O)(=O)N2CC(=O)N1CCC(C)CC1 returned KDM5B inhibitor -10%.
CCOc1ccccc1CN1CCC2(CCN([S+](=O)([O-])c3cccs3)CC2)Oc2ccccc21 was read as KDM5B inhibitor inconclusive.
For Cc1ccccc1Cn1cc(-c2ccncc2)cc1C(=O)NC(C)c1ccccn1 (stereo not given) the results were KDM5B inhibitor 32µM*.
COc1ccc(NC(=O)Cn2c(-c3cnccn3)nc(C)c(C)c2=O)cc1 was read as KDM5B inhibitor -12%.
O=C(Nc1cc(F)ccc1F)C12CC3CC(CC(Cl)(C3)C1)C2 was read as KDM5B inhibitor 10%.

By substructure, the entries above with a Cl atom (4)
Screening CN1CCN([C@H]2CCN(C(=O)c3c(Cl)cnn3C)C[C@H]2CCC(=O)O)CC1 returned KDM5B inhibitor 30%.
O=C(Nc1ccc(F)c(Cl)c1)N1Cc2cccn2-c2ccccc21 was read as KDM5B inhibitor inactive.
Cc1oc2ncn(CC(C)C)c(=O)c2c1C(=O)Nc1ccc(Cl)cn1 was read as KDM5B inhibitor -2%.
O=C(Nc1cc(F)ccc1F)C12CC3CC(CC(Cl)(C3)C1)C2 was read as KDM5B inhibitor 10%.

Next structures.
`COc1ccc(CN2CCN(c3nc4ccccc4o3)CC2CCO)c(F)c1` (stereo not given) gave KDM5B inhibitor inconclusive.
Screening CCC(CC)C(=O)N1CCC(N2CCCC(C(=O)NCc3ccccc3)C2)CC1 (stereo not given) returned KDM5B inhibitor inconclusive.
Screening CCCn1nc(C(=O)Nc2ccc(OC)c(S(=O)(=O)N(C)C)c2)c2ccccc2c1=O returned KDM5B inhibitor -8%.
For O=C(NCCc1ccccc1Cl)c1ccc2c(c1)nc1n2CCOC1 the results were KDM5B inhibitor -7%.
Screening O=C(c1cccc(Cl)c1)N1CCN(c2cc(-c3ccc(Cl)cc3)[nH]n2)CC1 returned KDM5B inhibitor -17%.
For O=C(Nc1ccccc1C(=O)OCc1cc(=O)n2c3c(sc2n1)CCCC3)c1cccc(Cl)c1 the results were KDM5B inhibitor inconclusive.
For O=C(N1CCOCC1)N1CCCC1c1nnc2n1CCNC2 (stereo not given) the results were KDM5B inhibitor inconclusive.
CCOC(=O)c1ccc(N2C=C(C(=O)OC)C(c3ccc(OC)c(O)c3)C(C(=O)OC)=C2)cc1 was read as KDM5B inhibitor inconclusive.
`Cc1ccc(-c2c(C(=O)NCCc3ccc(Cl)cc3)oc(=O)c3ccccc23)cc1` gave KDM5B inhibitor inconclusive.
For O=C(Oc1ccc2c(=O)c(Oc3ccccc3Br)coc2c1)c1ccccc1 the results were KDM5B inhibitor 6%.
For O=C(O)Cc1sc(NCCc2ccccc2)nc1-c1ccc(F)cc1 the results were KDM5B inhibitor -6%.
Screening CCN1CCN(c2ccc(-c3cccc(N)c3)nn2)CC1 returned KDM5B inhibitor -25%.
Screening CC(=O)c1ccc(C(=O)Nc2ccc(SC3CCCC3)cc2)s1 returned KDM5B inhibitor 15%.
`COc1ccc2oc(=O)cc(CN3CCN(C(=O)c4ccccc4Br)CC3)c2c1` gave KDM5B inhibitor inconclusive.
Screening O=C(CCc1nnn2c1CN(C(=O)Nc1ccc3c(c1)OCCO3)CC2)N1CCCC1 returned KDM5B inhibitor 31%.
CC(=O)N1CCN(C(=O)C[C@@H]2c3nc(-c4ccsc4)sc3C[C@@H]3[C@](C)(CO)[C@H](O)CC[C@]32C)CC1 was read as KDM5B inhibitor -23%.
Screening CN(C)C1(CNC(=O)COc2ccc3ccc(=O)oc3c2)CCCCC1 returned KDM5B inhibitor inconclusive.
For COc1cc(CC(=O)Nc2sc3c(c2C(N)=O)CCCC3)cc(OC)c1OC the results were KDM5B inhibitor inconclusive.
`Cc1ccc(NC(=O)Cn2c(=O)oc3cc(S(=O)(=O)N4CCC(C)CC4)ccc32)cc1Cl` gave KDM5B inhibitor -4%.
For COc1cccc(C(=O)N2CCc3nc(C4CC4)nc(-c4ccc(Cl)cc4)c3C2)c1 the results were KDM5B inhibitor -8%.
O=C(O)c1cc(-c2ccc3c(c2)OCCO3)cc(S(=O)(=O)N2CCOCC2)c1 was read as KDM5B inhibitor 10%.
CCC1CCCCN1C(=O)COC(=O)c1cnc2ccccc2n1 (stereo not given) was read as KDM5B inhibitor 10%.
Screening COCCCNC(=O)C(NC(=O)c1ccccc1)C1CCN(C(=O)c2ccc(C)cc2)CC1 (stereo not given) returned KDM5B inhibitor -8%.
CCCn1nc(C(=O)Nc2nnc(Cc3ccccc3)s2)c2ccccc2c1=O was read as KDM5B inhibitor -8%.
Screening COc1ccc(CN2CCC3(C2)C(=O)N(c2ccccc2)c2ccccc23)cc1 (stereo not given) returned KDM5B inhibitor inconclusive.
Screening CCOC(=O)C1=C(C)Nc2nc(SCc3ccccc3)nn2C1c1cccs1 (stereo not given) returned KDM5B inhibitor 22%.
CCn1c(=O)c2c(n3c(SCC(N)=O)nnc13)-c1ccccc1CC21CCCCC1 was read as KDM5B inhibitor -6%.
CCc1noc(COc2ccc(C(=O)NC)cc2)n1 was read as KDM5B inhibitor 15%.
Cc1cccc(NC(=O)C2CC(=O)n3ncnc3N2)c1 (stereo not given) was read as KDM5B inhibitor 17%.
CC(=O)Nc1cccc(C(C)C2=CCCCC2)c1 (stereo not given) was read as KDM5B inhibitor 20%.
`Cc1nnc(-c2cc(N3CCN(c4ccccn4)CC3)ccn2)n1C1CCCCC1` gave KDM5B inhibitor 3%[86.2 µM].
Screening O=S1(=O)NC2(CCCN(Cc3ccc(F)cc3)C2)COc2ccccc21 (stereo not given) returned KDM5B inhibitor -6%[115 µM].
Screening OCCC1CN(Cc2cccn2-c2ccccn2)CCN1Cc1cccs1 (stereo not given) returned KDM5B inhibitor -4%.
For CN(Cc1ccc(F)cc1)C1CCc2ccccc21 (stereo not given) the results were KDM5B inhibitor 13%&12%[86.2 µM].
O=C(Nc1ccncn1)[C@@H]1C[C@@H](c2ccc(F)cc2)N(CCOc2ccccc2)C1 was read as KDM5B inhibitor 35µM*.
Screening COc1cccc(NC(=O)C2CCCN(S(=O)(=O)c3c(C)[nH]c(=O)[nH]c3=O)C2)c1 (stereo not given) returned KDM5B inhibitor -16%.
Screening COc1ccc(NC(=O)CSc2nnc3c4c5c(sc4ncn23)CCCC5)cc1 returned KDM5B inhibitor 5%.
For CCN(C(=O)CCS(=O)(=O)c1cccc2nsnc12)c1cccc(C)c1 the results were KDM5B inhibitor inconclusive.
For NC(N)=N/N=C/c1ccc2cccc(OCc3ccccc3)c2n1 the results were KDM5B inhibitor inconclusive.
Screening c1ccc(-n2c3ccccc3c3ccccc32)cc1 returned KDM5B inhibitor inconclusive.

Filtered by structure: the compounds so far containing a furan ring, fused or not.
Cc1oc2ncn(CC(C)C)c(=O)c2c1C(=O)Nc1ccc(Cl)cn1 was read as KDM5B inhibitor -2%.
`Cc1ccc(Nc2nc(NCc3ccco3)c3ccccc3n2)cc1` gave KDM5B inhibitor inconclusive.

(listing goes on)
For Cc1nc2c(c(C)c1CCC(=O)Nc1cccc(C(F)(F)F)c1)c(=O)n(C)c(=O)n2C the results were KDM5B inhibitor -20%.
COc1ccc(Cl)cc1C(=O)Nc1c(NC2CCCCC2)c2ccccc2oc1=O was read as KDM5B inhibitor 18%.
For Cc1cc(S(=O)(=O)N2C[C@@H](F)C[C@H]2C(=O)N2CCCCC2)ccc1F the results were KDM5B inhibitor -4%.
N#Cc1cccc(NC(=O)N2Cc3[nH]cnc3C[C@H]2c2nc(-c3cccc([N+](=O)[O-])c3)no2)c1 was read as KDM5B inhibitor 10%.
COc1cccc(N2C(=O)NC(=NC3CCCCC3)C23CCN(C(=O)c2ccc(C(F)(F)F)cc2)CC3)c1 was read as KDM5B inhibitor -2%[115 µM].
`CCC(CC)C(=O)Nc1ccccc1SCc1cc(=O)c2cccc(C)c2[nH]1` gave KDM5B inhibitor inconclusive.
CCCN(C(=O)c1cc2c(s1)-c1c(C)cccc1OC2)c1ccc(OCC)cc1 was read as KDM5B inhibitor -12%.
For Cc1sc2nc(C)n(/N=C/N(C)C)c(=O)c2c1C the results were KDM5B inhibitor -7%.
For O=C(Cn1ncc2c([nH]c3ccccc32)c1=O)Nc1cccc(C(F)(F)F)c1 the results were KDM5B inhibitor -6%.
For CCOc1cc(C2C3=C(CCCC3=O)OC3=C2C(=O)CCC3)cc(Br)c1OCC(=O)O the results were KDM5B inhibitor 7%.
CCC(=O)N1CCc2ccc(C(=O)N3CCCCC3)cc21 was read as KDM5B inhibitor 20%.
Cc1ccc2c(n1)N(C)[C@H](CO)CCN(Cc1ccc(Cl)cc1)C2 was read as KDM5B inhibitor inconclusive.
For O=C1Nc2ccccc2OCC12CCN(Cc1ccncc1)CC2 the results were KDM5B inhibitor -6%[86.2 µM].
For CN(C(=O)NCc1ccco1)C1CCc2nn(C)c(=O)n2CC1 (stereo not given) the results were KDM5B inhibitor -26%.
CCCCC(=O)Nc1cc(NC(=O)C(C)NS(C)(=O)=O)ccc1OC (stereo not given) was read as KDM5B inhibitor -14%.
`Cc1noc(C)c1S(=O)(=O)N1CCCC(CCc2ccc(F)c(F)c2)C1` (stereo not given) gave KDM5B inhibitor -27%.
`CCOC(=O)c1nc(N(CC)c2ccc(OC)cc2)c2ccccc2n1` gave KDM5B inhibitor -1%.
For O=C(NC1CCCCC1)N1Cc2[nH]cnc2C[C@H]1c1nc(-c2ccc(Cl)cc2)no1 the results were KDM5B inhibitor inconclusive.
`C#CCN(C(=O)c1ccc(-c2cnco2)cc1)C1CCCCC1` gave KDM5B inhibitor -9%.
`C#CCN(Cc1nc(-c2ccc(OC)c(C)c2OC)oc1C)C1CCCCC1` gave KDM5B inhibitor -17%.
CN(C)C(=O)N1CCC2(CC1)CN(C(=O)Cc1cccc(O)c1)Cc1ccccc1O2 was read as KDM5B inhibitor -7%[115 µM].
Screening CCOc1ccccc1Nc1nc(-c2sc(NC(=O)CC)nc2C)cs1 returned KDM5B inhibitor -16%.
CC[C@@]1(O)CCN(CC(=O)NCc2cc(C(=O)O)ccc2C)C[C@H]1O was read as KDM5B inhibitor -28%.
For COCCNc1ncc(-c2cccc(F)c2)c2c1OCC2 the results were KDM5B inhibitor inconclusive.
CCCC(C)NC(=O)Cc1c(C)[nH]c2ccc(F)cc12 (stereo not given) was read as KDM5B inhibitor -2%.
Cc1cc(C)cc(N2CC(c3nc(-c4ccccc4C)no3)CC2=O)c1 (stereo not given) was read as KDM5B inhibitor -30%.
`COc1ccc2nc(Nc3nc(C)c(Cc4ccc(Cl)cc4)c(=O)[nH]3)nc(C)c2c1` gave KDM5B inhibitor 10%.
Screening CC(Cl)C(=O)NC(=O)NC(C)(C)C (stereo not given) returned KDM5B inhibitor 23%.
Screening Cc1ccc(NC(=O)c2cccc(CS(C)=O)c2)c(C)c1 (stereo not given) returned KDM5B inhibitor 23%.
For O=C(CCCn1c(=O)c2sccc2n(Cc2c(F)cccc2Cl)c1=O)NCc1ccccc1 the results were KDM5B inhibitor 6%.
Screening COc1cc(/C=C/c2ncc(C(=O)O)s2)cc(Cl)c1OC returned KDM5B inhibitor inconclusive.
For Nc1ccc(N=Nc2ccccc2Cl)c(N)n1 the results were KDM5B inhibitor 0%.
CCN1CCN(CCCNC(=O)c2ccc3nc(Cc4ccccc4)oc3c2)CC1 was read as KDM5B inhibitor -9%.
`Cc1ccc(Cn2c(C3CCN(C(=O)c4cccc(F)c4)CC3)n[nH]c2=O)cc1` gave KDM5B inhibitor 17%.

Two successive compounds already listed, quoted:
CCN1CCN(CCCNC(=O)c2ccc3nc(Cc4ccccc4)oc3c2)CC1 was read as KDM5B inhibitor -9%.
`Cc1ccc(Cn2c(C3CCN(C(=O)c4cccc(F)c4)CC3)n[nH]c2=O)cc1` gave KDM5B inhibitor 17%.
